# Compound activity as filed in PubChem BioAssay.
# STK33 inh – inhibitors of human STK33 kinase; inhibition, % at 10 µM; purified STK33, MBP phosphorylation, ADP-Glo luminescence; Q9BYT3; 320,000 tested, 0.073% active;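 active = inhibition at or above 25%, using the most active replicate where run in duplicate; inactive = inhibition below 25%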
# Target sequence (Q9BYT3 whole entry, looked up): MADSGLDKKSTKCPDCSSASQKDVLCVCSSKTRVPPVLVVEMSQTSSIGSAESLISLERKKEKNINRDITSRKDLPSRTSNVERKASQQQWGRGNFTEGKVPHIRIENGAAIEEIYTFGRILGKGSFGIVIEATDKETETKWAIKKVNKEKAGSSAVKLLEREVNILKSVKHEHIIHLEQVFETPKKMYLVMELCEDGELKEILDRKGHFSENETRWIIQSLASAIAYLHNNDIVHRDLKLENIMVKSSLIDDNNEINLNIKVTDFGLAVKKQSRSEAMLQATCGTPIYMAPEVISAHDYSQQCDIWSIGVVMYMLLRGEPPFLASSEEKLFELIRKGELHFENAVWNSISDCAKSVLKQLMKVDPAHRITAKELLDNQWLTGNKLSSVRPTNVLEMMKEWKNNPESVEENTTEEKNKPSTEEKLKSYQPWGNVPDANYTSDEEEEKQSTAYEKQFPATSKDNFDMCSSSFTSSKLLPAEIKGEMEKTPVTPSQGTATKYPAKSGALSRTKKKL
# Kir21 inh – inhibitors of mouse Kir2.1 inward-rectifier potassium channel; 310,000 tested, 0.85% active; B-score at 10 µM; AID 1672; HEK293-Kir2.1, FluxOR thallium flux fluorescence; active compounds read low; P35561;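 active = fluorescence ratio B-score at or below minus 3 SD of library scores, with starting-brightness B-score within 2 SD, cut at about -4.2 in these data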;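 also: channel flux triggered by added potassium and thallium sulfate stimulus; B-score of peak minus minimum fluorescence over baseline after thallium stimulus; more negative B-score means stronger Kir2.1 block with less thallium influx; some compounds called inactive have numbers as strong as hits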
# Target sequence (P35561 whole entry, looked up): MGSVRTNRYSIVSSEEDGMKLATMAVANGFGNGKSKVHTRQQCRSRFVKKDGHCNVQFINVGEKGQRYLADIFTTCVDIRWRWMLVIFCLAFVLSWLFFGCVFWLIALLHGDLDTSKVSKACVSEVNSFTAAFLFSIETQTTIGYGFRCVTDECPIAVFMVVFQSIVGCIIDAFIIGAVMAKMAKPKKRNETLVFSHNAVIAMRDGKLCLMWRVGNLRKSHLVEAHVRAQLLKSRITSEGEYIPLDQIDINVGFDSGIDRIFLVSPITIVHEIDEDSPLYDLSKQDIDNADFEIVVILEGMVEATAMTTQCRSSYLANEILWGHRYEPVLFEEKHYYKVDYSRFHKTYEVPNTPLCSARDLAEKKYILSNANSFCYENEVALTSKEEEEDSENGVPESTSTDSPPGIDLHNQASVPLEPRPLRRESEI
# * = called active by the depositor; nt = not tested or not shown.
# Results follow in this order: STK33 inh, Kir21 inh
Cc1cc2cc(C)c(NCCNC(=O)c3ccccc3F)nc2cc1C
    0.9, 0.33
COc1cccc(CSc2nc3nc(C)cc(C)n3n2)c1
    -0.8, 0.17
CC1CCc2c(C(=O)NCc3cccnc3)csc2C1 (stereo not given)
    -0.3, -0.03
Nn1c(SCC(=O)Nc2cccc(Br)c2)nnc1C1CC1
    0.1, nt
Cc1ccc(NC(=O)CNCc2cccs2)cc1Br
    -0.6, 0.95
CCCCN(C(=O)c1ccccc1Br)C1CCS(=O)(=O)C1 (stereo not given)
    -0.8, 0.16
Fc1cccc(CCN2C(=S)NC[C@@H]2CC2CCCCC2)c1
    -1.1, -2.85
COc1cc([N+](=O)[O-])ccc1NC(=O)C[n+]1cccc(C)c1
    -1.9, -1.38
COc1ccc(NC(C)=O)cc1NC(C)C(=O)Nc1ccc(S(=O)(=O)N2CCCCC2)cc1 (stereo not given)
    -2.0, nt
CC(CSc1nnnn1-c1ccccc1)Cn1c(N2CCCC2)nc2c1c(=O)[nH]c(=O)n2C (stereo not given)
    0.4, -0.56
O=C(N/N=C/c1ccc([N+](=O)[O-])cc1)c1[nH]ncc1Br
    0.9, 1.21
OC1(c2ccc3c(c2)OCO3)CCN(Cc2ccccn2)CC1
    -2.5, 0.01
CC1CN=C(c2cccn2Cc2ccc(F)cc2Cl)O1 (stereo not given)
    -1.1, -1.89
CCOC(=O)c1sc(=S)n(-c2ccc(C)cc2)c1SC
    -1.4, -1.55
O=C(NCC1CCCO1)c1ccccc1S(=O)(=O)c1ccc([N+](=O)[O-])cc1 (stereo not given)
    -0.5, 0.77

# 5 entries out of the list above, sorted by the value under STK33 inh, descending.
# Results follow in this order: STK33 inh, Kir21 inh
Cc1cc2cc(C)c(NCCNC(=O)c3ccccc3F)nc2cc1C
    0.9, 0.33
Nn1c(SCC(=O)Nc2cccc(Br)c2)nnc1C1CC1
    0.1, nt
CC1CCc2c(C(=O)NCc3cccnc3)csc2C1 (stereo not given)
    -0.3, -0.03
Cc1ccc(NC(=O)CNCc2cccs2)cc1Br
    -0.6, 0.95
CCOC(=O)c1sc(=S)n(-c2ccc(C)cc2)c1SC
    -1.4, -1.55

# (further entries)
# Results follow in this order: STK33 inh, Kir21 inh
COc1cc(C2Nc3cccc4cccc(c34)N2)ccc1O
    0.0, 0.09
CCCC(=O)Nc1ccc2c(c1)nc(CN1CCCCC1)n2C
    -0.2, -0.6
CN(C(=O)COC(=O)CNC(=O)CNC(=O)c1ccc(Cl)cc1Cl)c1ccccc1
    -1.4, -0.33
CN(CC(=O)Nc1ccc(F)c(F)c1F)C(=O)CCCSc1nc2ccccc2[nH]1
    -2.3, 0.06
COC(=O)Nc1cccn(Cc2c(Cl)cccc2Cl)c1=O
    0.9, -0.61
COc1cc(OC)c(OC)cc1CNCCNC(=O)c1ccco1
    0.1, -0.1
Cc1ccc(NC(=O)C2OCCc3ccccc32)cc1C (stereo not given)
    -1.0, -0.25
CCOC(=O)C(Cc1ccc(NC(=O)/C(=C\c2ccccc2)NC(=O)c2ccccc2)cc1)N1C(=O)c2ccccc2C1=O (stereo not given)
    -1.3, 0
Cc1cc(C)c(C#N)c(SCc2ccccc2)n1
    -0.8, -0.46
CN(C)C(CNC(=O)C1CCCN1C(=O)c1cccs1)c1ccccc1 (stereo not given)
    -2.7, nt
CCSc1ccccc1C(=O)NCc1ccco1
    5.3, -0.08
O=C(NCCS(=O)(=O)N1CCN(c2ccccc2)CC1)c1cccc(F)c1
    -0.6, -0.08
CCOC(=O)c1cc(C)n(Cc2ccc(OCC)c(OC)c2)c1C
    -0.7, -1.21
Cc1ccc2nc(NC(=O)c3ccc(OCC4CCCO4)cc3)sc2c1 (stereo not given)
    0.2, -0.21
CC(=O)Nc1ccc(NC(=O)c2ccc(N(Cc3ccccc3C)S(C)(=O)=O)cc2)cc1
    -1.1, 1.18

# Next part:
# Results follow in this order: STK33 inh, Kir21 inh
O=C(COC(=O)CCC1CCCC1)Nc1nc2c(F)c(F)c(F)cc2s1
    -2.7, 0.04
O=S(=O)(c1ccccc1)c1nc(-c2cccs2)oc1NCc1cccnc1
    -2.4, nt
CCc1ccc(-c2cc(C)no2)cc1S(=O)(=O)Nc1cc(C)ccn1
    -2.1, -0.48
Cc1cc(C)c2cc(C(c3nnnn3CC3CCCO3)N3CCN4CCCC4C3)c(=O)[nH]c2c1 (stereo not given)
    0.1, -0.21
CCCCNC(=O)CSc1cc(=O)n(C)c2ccccc12
    -2.5, 0.01
CCOC(=O)[C@@H]1[C@H]2COc3cc(OC)ccc3[C@@H]2N2C(=O)N(c3ccc(OC)cc3)C(=O)[C@]12C
    0.5, -0.2
CCOc1cc(/C=N/n2cnnc2)ccc1OCC(=O)Nc1ccccc1OC
    0.0, 0.9
CC(=O)Nc1ccc(S(=O)(=O)Nc2nc3ccccc3nc2N2CCOCC2)cc1
    0.2, nt
CN(C(=O)COC(=O)Cc1c(F)cccc1Cl)c1c(N)n(Cc2ccccc2)c(=O)[nH]c1=O
    -1.8, nt
O=C(CCCn1c(=O)c2sccc2n(Cc2ccc(F)cc2)c1=O)NCc1ccco1
    0.2, 0.64
Cc1cc(Nc2cc(F)ccc2C)n2nc(C)nc2n1
    -1.6, -0.15
Cc1ccccc1C(=O)Nc1nnc(CC(=O)N/N=C/c2cn(Cc3ccccc3)c3ccccc23)s1
    -0.1, 2.43
CSc1ccc(/C=N/NC(=O)CNc2ccc3ccccc3c2)cc1
    -1.5, -0.72
CCn1c(=O)c(CCC(=O)N2CCN(c3ccccn3)CC2)c(C)c2c(C)nn(-c3cccc(C)c3)c21
    -1.9, -0.32
C#CC(C)(C)NC(=O)c1ccc(-c2ccccc2F)cc1
    3.8, -0.35

# Complete entries as entered above. Screens in order: STK33 inh	Kir21 inh
# CN(C(=O)COC(=O)Cc1c(F)cccc1Cl)c1c(N)n(Cc2ccccc2)c(=O)[nH]c1=O is entered as -1.8	nt
# CCCCNC(=O)CSc1cc(=O)n(C)c2ccccc12 is entered as -2.5	0.01
# CSc1ccc(/C=N/NC(=O)CNc2ccc3ccccc3c2)cc1 is entered as -1.5	-0.72
# Cc1ccccc1C(=O)Nc1nnc(CC(=O)N/N=C/c2cn(Cc3ccccc3)c3ccccc23)s1 is entered as -0.1	2.43
# C#CC(C)(C)NC(=O)c1ccc(-c2ccccc2F)cc1 is entered as 3.8	-0.35

# More results follow:
Compound	STK33 inh	Kir21 inh
CN(CC(=O)Nc1ccc(F)c(F)c1F)C(=O)CCN1C(=O)C2CCCCC2C1=O (stereo not given)	-1.5	nt
CCOc1cccc2cc(C(=O)N3CCc4ccccc43)c(=O)oc12	-1.3	-0.13
Cc1ccc(SCc2cc(=O)[nH]c(SCC(=O)Nc3cc(Cl)ccc3Cl)n2)cc1	-0.7	-0.47
COC(=O)c1ccc(NS(=O)(=O)NC(=O)c2c[nH]c3ccccc23)cc1	-1.5	-1.38
CCOC(=O)Cn1c(=O)cnc2ccccc21	-0.1	-0.14
C[N+]1(CCn2ccc3ccccc32)CCCCC1	0.2	-0.91
CN(c1ccccc1)S(=O)(=O)c1ccc(Cl)c(C(=O)NC2=NCCS2)c1	0.4	1.4
CCOc1ccccc1C(=O)NCC(=O)O	-0.4	0.01
O=[N+]([O-])c1cc(-n2cccc2)ccc1N1CCOCC1	0.3	0.28
Cc1csc(CNc2ncnc3ccc(-c4ccc5c(c4)OCCO5)cc23)c1	-1.7	nt
Cc1ccc2c(c1)C(O)(CC(=O)c1ccc(C)s1)C(=O)N2 (stereo not given)	-1.5	-0.2
Cc1[nH]c(=O)[nH]c(=O)c1/C=N/NC(=O)CCNC(=O)OC(C)(C)C	-0.8	0.12

# Single values from the results shown.
# Cc1cc(Nc2cc(F)ccc2C)n2nc(C)nc2n1 – Kir21 inh: -0.15
# O=C(CCCn1c(=O)c2sccc2n(Cc2ccc(F)cc2)c1=O)NCc1ccco1 – Kir21 inh: 0.64

# Carrying on.
Compound	STK33 inh	Kir21 inh
CCCCCC/C(=N/O)c1ccccn1	-1.2	-0.38
Cc1ccc(N=C2NC(=O)C(CC(=O)NCc3ccccc3)S2)cc1C (stereo not given)	-0.8	-0.1
Cc1cc2ncn(C(=O)N3CCC(C)CC3)c2cc1C	0.1	-0.17
Cc1csc(NC(=O)CCn2c(=O)sc3ccccc32)n1	-0.7	-0.27
O=C(CCc1ccc(S(=O)(=O)NC2CCCCC2)cc1)NCc1ccccn1	0.8	-0.43
CCOC(=O)C1CCN(C(=O)COc2cccc(C)c2)CC1	-1.7	0.07
S=c1nc(-c2ccccc2)oc2c1CCCC2	-1.3	-0.05
Cc1cccc(C)c1NC(=O)CN1C(=O)N(C)Cc2ccccc21	1.0	0.73
COc1cccc(CN2CC(C(=O)NCCCn3ccnc3C)CCC2=O)c1 (stereo not given)	-1.5	-0.52
CC(C)c1ccc(OCC(=O)N2CCN(C(=O)c3ccco3)CC2)cc1	-0.9	1.3
CN(CC(=O)OCC(N)=O)S(=O)(=O)c1ccc(Cl)cc1	1.0	-2.25
CCC(CO)Oc1cc(NC(=O)c2cccc(Cl)c2)c2ncn(C(C)C)c2c1 (stereo not given)	1.8	nt

# Other entries follow:
Compound	STK33 inh	Kir21 inh
CCc1ccc(C(=O)OCC(=O)NC2CCCC2)cc1	-0.8	0.86
C/C(=N\NC(=S)NCC(C)(C)C)c1cc(F)cc(F)c1O	-2.6	-0.7
O=C1CC(=O)Nc2cc(S(=O)(=O)Nc3ccc(F)cc3Cl)ccc2N1	1.2	0.17
O=C(c1cc(-c2cccnc2)nc2ccccc12)N1CCCc2ccccc21	1.4	0.49
O=C(C1CCC1)N1CCc2cc(S(=O)(=O)Nc3ccc4c(c3)OCO4)ccc21	-1.2	-1.33
CCn1ncc(NC(=S)Nc2ccc3c(c2)OCO3)c1C(N)=O	3.1	0.36
CCOC(=O)c1ccccc1NC(=O)N[C@@H](C)C(=O)OC	-1.4	-0.35
O=C(Oc1ccc2ccc(=O)oc2c1)c1ccccc1	-0.1	0.67
COc1cccc(N2CCN(C(=O)c3cc(C)oc3C)CC2)c1	5.7	nt
COc1ccc(-n2ccnc(SCC(=O)NCc3ccc(C)cc3)c2=O)cc1Cl	-1.0	-0.85
CN(C(=O)CCn1c(=S)oc2ccccc21)c1ccc(F)cc1	-0.2	-5.59*
Cc1cc(Cl)ccc1C(=O)C1CCCN(C(=O)c2snnc2C)C1 (stereo not given)	-2.4	-0.37

# (more compounds)
Compound	STK33 inh	Kir21 inh
CCOC(=O)c1c(C)c(C(=O)N2CCCCCC2)c(C)n1CC	-1.3	-0.11
Cc1c([N+](=O)[O-])c(C(=O)Nc2ccc3c(c2)OCCO3)nn1C	3.1	-1.21
CC(C)CCN(C(=O)c1ccc(Br)cc1)c1c(N)n(Cc2ccccc2)c(=O)[nH]c1=O	-0.2	nt
COc1ccc(O)c(-c2[nH]ncc2C(=O)c2ccccc2C)c1	-2.1	1.24
Cc1ccc(S(=O)(=O)NC(CC(C)C)C(=O)NCC(c2ccco2)N2CCCCC2)cc1 (stereo not given)	-1.1	nt
CN(C)C(=O)COc1ncnc2sc(-c3ccccc3)cc12	-0.2	0.03
COc1ccc(CCNC(=O)C2CCCN(S(=O)(=O)c3ccccc3)C2)cc1 (stereo not given)	0.8	-0.28
CN1C(=O)NC2C1N(S(C)(=O)=O)CCN2S(C)(=O)=O (stereo not given)	-1.8	-0.55
CCCCCC(=O)Nc1ccc(Cc2ccncc2)cc1	2.4	0.95
O=C(N/N=C/c1ccccc1[N+](=O)[O-])c1cnccn1	1.3	0.02
Cc1ccc(Oc2cc(C)nc(-c3ccccc3O)n2)cc1	-0.9	2
CCOC(=O)c1c(-c2ccccc2)oc2ccc(O)cc12	-0.4	-0.03

# An excerpt of the results above, for reference:
Compound	STK33 inh	Kir21 inh
O=C(N/N=C/c1ccccc1[N+](=O)[O-])c1cnccn1	1.3	0.02
Cc1ccc(Oc2cc(C)nc(-c3ccccc3O)n2)cc1	-0.9	2

# Remaining list, next part.
Compound	STK33 inh	Kir21 inh
CCOC(=O)CSc1c(-c2ccccc2)c2cc(Cl)ccc2[nH]c1=O	0.1	0.44
COc1ccc(NC(=O)CN(C)S(=O)(=O)c2ccc3c(c2)n(C)c(=O)c(=O)n3C)cc1	-1.4	-0.01
COc1ccc(C(CNC(=O)COc2ccc(F)cc2Cl)N2CCCCC2)cc1 (stereo not given)	-1.0	nt
O=C(O)c1cc(-c2ccccc2)n(-c2ccc(Cl)cc2)n1	-0.9	-1.19
O=C(c1cn[nH]c1)N1CCc2c([nH]c3ccccc23)C1c1c(F)cccc1Cl (stereo not given)	10.7	-0.21
